PGC1a acetyl inh: lowers PGC1a acetylation signal in U2OS cells; inhibition, % at 15.6 µM; 350,000 tested, 0.17% active; AID 651687; AlphaScreen anti-acetyl-lysine; with virally co-expressed GCN5 acetyltransferase;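 active = every replicate shows inhibition of at least 40%; inconclusive = mean inhibition at least 40% but some replicate below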;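 note: 0% = neutral control wells and 100% = positive control wells; some results beyond the cut were filed as inactive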
EWS-Fli inh: blocks EWS/Fli oncoprotein-driven transcription | A673 NR0B1-luciferase reporter, viability-normalised | inhibition, % at 12.6 µM | 350,000 tested, 0.67% active | AID 651661;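 active = mean inhibition of at least 50% after viability correction, with every replicate also passing that limit; inconclusive = mean reaches 50% but only one of two replicates passes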;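 note: firefly luciferase signal divided by Alamar Blue viability fluorescence both relative to DMSO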
miR-122 sensor: inhibitors of miR-122 in Huh7 cells | Huh7 miR-122 Renilla luciferase sensor, 48 h; neutral wells = 0, positive control = 100 | 340,000 tested, 0.3% active | activation (reporter increase), % at 12.5 µM;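 active = mean replicate activation score at least 90 and every replicate individually at or above 90; inconclusive = only one of the two criteria met; inactive = neither criterion met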;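 note: higher luciferase means less miR-122 activity so hits act as miR-122 inhibitors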
LGR2 antag: Drosophila LGR2 receptor signaling inhibition. HEK293 LGR2, CRE-luciferase, bursicon-stimulated, 4 h. inhibition, % at 9.99 µM. 380,000 tested, 0.35% active. AID 720647;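 active = drop in luminescence signal, shown as inhibition above about 50% in the replicate tests, limit read from the data, passing the limit was not always enough; inconclusive = probably only some replicates passing the limit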;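 note: agonist challenge used bursicon conditioned medium at about half maximal strength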
Cneo AK release: Cryptococcus neoformans lysis via adenylate kinase release | 360,000 tested, 0.2% active | lysis activity, % at 15 µM | C. neoformans lysis, adenylate kinase release luminescence, 4 h; normalised: neutral wells 0, clomiphene wells 100;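 active = mean lysis activity across replicates of at least 80%, whatever share of replicates individually reach that level; inactive = mean lysis activity below 80%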
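Assay system: C. neoformans cells. Amount: yeast cell density of 5 × 10^6 cells/mL. Technique: AK luminescence. Buffer or medium: YPD. Times: static 4 h at 37 °C with compound, 1 h detection. Dosing: single-point compound dose. Read-out: lysis from increased AK signal.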
PAX8 inh HTS: lowers PAX8-driven luciferase in RMG-I cells. RMG-I TPO-luciferase reporter, SteadyGlo, 24 h. 360,000 tested, 1.2% active. inhibition, % at 12.6 µM. AID 652154;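 active = mean replicate inhibition at least 60% with every replicate also reaching 60%; inconclusive = only one of the two criteria is met; inactive = mean below 60% and not all replicates reaching 60%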;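 note: luciferase light reporting Pax8 driven TPO promoter activity; plate controls were median of neutral control wells for no effect and mitoxantrone controls for full effect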
CASP6 VEID inh: inhibitors of human caspase-6. inhibition, % at 12.5 µM. purified caspase-6, Z-VEID-R110 cleavage fluorescence. AID 686996. 350,000 tested, 0.53% active;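 active = mean inhibition across replicates at least about 35%, with every replicate also reaching that limit, limit read from the data; inconclusive = only one of the two criteria met; inactive = neither criterion met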;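 note: 0% = median of neutral control wells and 100% = no fluorescence left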
Target sequence (P55212 24-179 limits assumed): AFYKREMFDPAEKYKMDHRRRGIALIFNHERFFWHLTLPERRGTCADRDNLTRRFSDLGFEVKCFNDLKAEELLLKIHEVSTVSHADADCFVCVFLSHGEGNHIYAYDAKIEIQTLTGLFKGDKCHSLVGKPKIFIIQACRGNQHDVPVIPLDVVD
Target sequence (P55212 194-293 limits assumed): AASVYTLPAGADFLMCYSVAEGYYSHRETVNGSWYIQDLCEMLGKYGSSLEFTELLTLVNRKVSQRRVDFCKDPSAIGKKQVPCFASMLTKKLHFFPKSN
FN deposition inh: fibronectin deposition inhibition | AH1F fibroblasts, Alexa488-fibronectin deposition fluorescence, overnight | inhibition, % at 12.6 µM | 350,000 tested, 0.086% active | AID 743247;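 active = mean inhibition across replicates of 30% or more, regardless of how many single replicates reach that level; inconclusive = mean under 30% yet at least half of replicates reach 30%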;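 note: positive control wells lacked labelled fibronectin entirely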
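Material: AH1F fibroblast monolayer depositing Alexa488-labelled fibronectin into matrix | Input: 10000 AH1F cells/well | Medium: DMEM plus 2% serum, read in PBS | Reagent: Alexa488-fibronectin, 24 nM final in well | Compound dosing: One dose per compound, pinned | Schedule: 1 h adhesion, overnight exposure | Measured by: Fluorescence at 485 nm excitation, 525 nm emission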
The depositor's hits bear a star; ? = inconclusive; · = not tested or not shown; [ ] = remark or other dose.

#	mol	PGC1a acetyl inh	EWS-Fli inh	miR-122 sensor	LGR2 antag	Cneo AK release	PAX8 inh HTS	CASP6 VEID inh	FN deposition inh
1	COC(C(=O)Nc1ccnn1C1CCN(Cc2ccc(C)s2)CC1)c1ccccc1 (configuration not stated)	-8	0	·	9	-1	-1	-1	5
2	Cc1cc(NS(=O)(=O)c2ccc(NC(=S)NC(=O)c3ccc(F)cc3)cc2)no1	·	·	·	-1	-2	1	·	-2
3	Cc1ccc(C(=O)OCC(=O)N(CC(C)C)c2c(N)n(Cc3ccccc3)c(=O)[nH]c2=O)s1	·	5	·	6	-1	16	0	2
4	COc1ccc(NC(=O)N[C@H]2CC[C@H](CCNC(=O)CCN3CCCCC3)O[C@@H]2CO)cc1	-2	1	18[16.7 µM]	13	-2	-21	-9	-3
5	O=C(C[C@@H]1C[C@H]2c3cc(NC(=O)c4cccnc4)ccc3O[C@H]2[C@@H](CO)O1)NCc1ccccc1F	-1	-1	-1[16.7 µM]	-12	-3	4	3	-10
6	Cc1noc(C)c1S(=O)(=O)Nc1ccc2c(c1)C(=O)N([C@@H](C)CO)C[C@@H](C)[C@H](CN(C)S(=O)(=O)c1cn(C)cn1)OCCCC[C@@H](C)O2	-8	-14	-7[16.7 µM]	6	2	-12	2	2
7	CC(=O)N1[C@H](CO)[C@@H](c2ccccc2)C12CN(Cc1cc(F)ccc1F)C2	11	3	·	-3	·	-1	0	·
8	CCOC(=O)/C=C/c1cccc(OC)c1O	·	-3	·	-52	·	-177	0	-1
9	O=C(Nc1ccc(F)cc1)c1cnccn1	·	-3	-5	5	1	-29	-5	1
10	COc1cccc(CNC(=O)COc2cccc3c2OC(C)(C)C3)c1	·	3	-8	-3	1	1	2	0
11	O=C(NCC1COc2ccccc2O1)c1ccc(NC(=O)C(c2ccccc2)c2ccccc2)cc1 (configuration not stated)	-29	2	3	4	1	9	1	9
12	CN(C)C(=O)C[C@H]1C[C@H]2c3cc(NS(=O)(=O)c4ccc(F)cc4)ccc3O[C@H]2[C@@H](CO)O1	3	4	13[16.7 µM]	5	0	-25	·	-24
13	CCC(=O)N1C[C@H](C)[C@@H](OC)CN(C)C(=O)c2cc(NS(C)(=O)=O)ccc2OC[C@H]1C	-11	-4	-2[16.7 µM]	0	-1	·	-2	-4
14	CC(C)NC(=O)Nc1ccc2c(c1)C(=O)N([C@H](C)CO)C[C@H](C)[C@H](CN(C)CC1CC1)OCCCC[C@@H](C)O2	-5	0	5[16.7 µM]	-2	-1	-10	-1	·
15	O=C(N[C@@H](Cc1ccccc1)C(=O)OCc1ccccc1)c1nc[nH]c1C(=O)N1CCNCC1	-2	1	-2	11	-1	-17	5	-6
16	N#C/C(=C\Nc1ccccn1)S(=O)(=O)c1ccc(Cl)cc1	·	7	·	-7	·	31	-1	3
17	CNC(=O)C[C@@H]1C(=O)N(Cc2ccccc2)CC1(C)C	-15	-9	0	-3	·	-13	0	-3
18	O=C(Nc1cccc(Oc2ccccc2)c1)c1ccc(-n2cncn2)c2ccoc12	·	-23	-2	-17	-2	-22	1	9
19	CCCOc1ccc(C2c3c(oc4cc(C)c(C)cc4c3=O)C(=O)N2CCCN(C)C)cc1OCC (configuration not stated)	·	1	-2	-15	0	0	1	2
20	COc1ccccc1CNC(=O)C12CC3CC(CC(C3)C1)C2	·	7	·	-19	1	8	-5	-2
21	NS(=O)(=O)c1ccc(CCNC(=O)CCNC(=O)c2ccco2)cc1	·	7	0	10	-3	14	-5	-1
22	COCCNC(=O)C1(C)CCN(C(=O)c2ccc(SC(F)(F)F)cc2)C1 (configuration not stated)	4	-1	-1	3	0	-15	1	0
23	C[C@@H]1C=CCCO[C@]12C(=O)N(Cc1ccccc1C(F)(F)F)c1ccccc12	·	-13	·	3	·	-29	-3	-1
24	C[C@@H]1CN([C@@H](C)CO)C(=O)c2cccc(NS(=O)(=O)c3ccc(Cl)cc3)c2O[C@H]1CN(C)Cc1ccc(C(F)(F)F)cc1	-3	3	28[16.7 µM]	5	-2	·	-1	4
25	O=C(Cc1cccs1)NCc1cc(Cl)cc(Cl)c1	39	-62	9	-30	-5	-29	-1	1
26	CC1(CCCN2C(=O)c3ccccc3C2=O)OCCO1	-11	-19	1	·	3	-47	-3	-5
27	COc1ccc(NC(=O)CN(C)C(=O)c2cnc(Cl)c(Cl)c2)cc1	?	5	-5	-6	0	16	3	0
28	COc1ccccc1CNC(=O)CN(C)S(=O)(=O)c1ccc(F)cc1	·	1	0	8	0	-1	0	6
29	CC(C)NC(=O)N(C)C[C@H]1Oc2c(NC(=O)C3CCCCC3)cccc2C(=O)N([C@@H](C)CO)C[C@@H]1C	·	-7	13[16.7 µM]	-18	1	5	-3	·
30	Cc1ccc(NC(=O)Cn2nc(C)c([N+](=O)[O-])c2C)cc1C	0	5	2	-6	0	-2	-2	·
31	O=C(CNC(=O)[C@@H]1Cc2ccccc2CN1)NCc1ccco1	3	-8	-4	-8	-1	16	-3	-2
32	O=C(O)c1cccc(S(=O)(=O)Nc2ccccc2N2CCOCC2)c1	-1	9	-6	2	5	0	4	10
33	COC(=O)c1sccc1Oc1ccc(Cl)cc1N1C(=O)CCC1=O	·	-5	1	-12	-1	-10	0	-5
34	COc1ccc(OC)c(NC(=O)c2ccc3c(c2)C(=O)N(CC2CCCO2)C3=O)c1 (configuration not stated)	5	·	-2	-5	-1	-101	-2	4
35	CC(=O)Nc1cccc(C(=O)Nc2ccc(S(=O)(=O)NC3=NCCCCC3)cc2)c1	·	1	1	7	·	5	1	-1
36	O=C(NCCCN1CCCC1=O)c1cc(S(=O)(=O)N2CCN(c3ccccc3)CC2)ccc1Cl	-31	-3	1	-5	1	-3	-10	-3
37	C[C@H](NC(=O)c1ccccc1Cl)C(=O)OCC(=O)NNC(=O)c1cccs1	·	-3	·	4	-7	-16	-2	10
38	CCc1ccc(NC(=O)C(C)OC(=O)Cc2cc(OC)c(OC)c(OC)c2)cc1 (configuration not stated)	·	-2	·	-5	·	-2	-3	-5
39	CCCN(CCC)C(=O)c1ccc2c(c1)S(=O)(=O)c1ccccc1C2=O	5	18	4	0	-5	14	2	7
40	CC(C)COC(=O)N1C[C@H](O)C[C@H]1C(=O)Nc1ccc(Cl)cc1	-2	8	0	-11	0	9	-2	3
41	Cc1c(CCO)c(=O)n(-c2ccccc2)n1S(=O)(=O)c1ccc(F)cc1	23	·	-6	·	-1	13	·	2
42	C[C@H]1CN([C@@H](C)CO)C(=O)c2cc(NC(=O)CCN3CCOCC3)ccc2O[C@H]1CN(C)C(=O)Nc1ccc2c(c1)OCO2	17	-5	-1[16.7 µM]	2	0	·	1	·
43	CN(C)C(=O)C[C@@H]1C=C[C@H](NC(=O)Nc2cccc(F)c2)[C@H](CO)O1	-8	1	·	20	55	-17	-4	-7
44	CC(C)(C)C(=O)NCCc1nc2ccccc2n1CC(=O)c1ccc(Cl)cc1	·	2	6	-20	-1	12	1	-21
45	Cn1c(Cn2c(=O)sc3ccccc32)nnc1SCc1ccccc1F	1	4	4	1	3	-1	-2	-12
46	COc1ccccc1CN1CC(C(=O)NCc2ccc(SC)cc2)CCC1=O (configuration not stated)	·	·	·	13	-1	-16	-1	·
47	C[C@@H]1CCCCO[C@@H](CN(C)C(=O)NC2CCCCC2)[C@H](C)CN([C@@H](C)CO)C(=O)c2cc(NC(=O)Nc3ccc(C(F)(F)F)cc3)ccc2O1	6	9	-15[16.7 µM]	1	6	76*	1	·
48	CO[C@H]1CN(C)C(=O)c2ccc(NC(=O)NC(C)C)cc2OC[C@H](C)N(C(=O)C2CCC2)C[C@H]1C	-2	4	3[16.7 µM]	-10	-1	·	2	-3
49	CSc1nsc(SCC(=O)Nc2ccc(NC(C)=O)cc2)n1	-1	-10	4	-7	0	-11	1	1
50	CCC(=O)N1CC2(C1)[C@H](c1ccc(-c3ccc(F)cc3)cc1)[C@H](CO)N2S(C)(=O)=O	3	-2	·	9	·	16	0	·
51	Cn1c(SCC(=O)Nc2ccc(C(N)=O)cc2)nc2c(c1=O)SCC2	·	-6	0	-24	4	·	8	0
52	CCOc1cc(OCC)cc(C(=O)N2CCC[C@@H]2C(=O)N2CCC[C@H]2C(=O)NCc2ccncc2)c1	·	-3	·	-3	·	2	-1	-9
53	NC(=O)NC(=O)CSc1ccccc1	0	6	·	-2	·	-3	-1	·
54	CCc1c(C)sc(NC(=S)N2CCN(C(=O)C3CCCO3)CC2)c1C(=O)OC (configuration not stated)	0	7	·	7	1	-4	-2	-1
55	C[C@H]1CN([C@@H](C)CO)S(=O)(=O)c2ccc(-c3cncnc3)cc2O[C@@H]1CN(C)C(=O)CN(C)C	1	1	8[16.7 µM]	-1	-3	·	-1	-1
56	O=C(O)C1=C[C@@H](C2CCCCC2)C[C@@H](OCc2ccc(CO)cc2)O1	·	-2	·	0	14	-3	-3	5
57	C[C@@H]1CCCCO[C@H](CN(C)C)[C@@H](C)CN([C@@H](C)CO)C(=O)c2cc(NS(=O)(=O)c3ccccc3)ccc2O1	8	3	3[16.7 µM]	0	-7	-8	-1	2
58	C[C@H]1CN([C@@H](C)CO)C(=O)CCCn2nncc2CO[C@@H]1CN(C)C(=O)CCCN(C)C	4	-8	-4[16.7 µM]	-4	0	1	-21	1

Compounds 52 to 53, quoted:
#	mol	PGC1a acetyl inh	EWS-Fli inh	miR-122 sensor	LGR2 antag	Cneo AK release	PAX8 inh HTS	CASP6 VEID inh	FN deposition inh
52	CCOc1cc(OCC)cc(C(=O)N2CCC[C@@H]2C(=O)N2CCC[C@H]2C(=O)NCc2ccncc2)c1	·	-3	·	-3	·	2	-1	-9
53	NC(=O)NC(=O)CSc1ccccc1	0	6	·	-2	·	-3	-1	·

Screening results (PubChem)

An unsorted share of the library. Share with any hit: about 2.5%.
